Pf Dd2 growth = inhibitors of Plasmodium falciparum Dd2 growth | P. falciparum Dd2 growth, SYBR Green, 72 h | Potency, µM (top dose mostly 28.9 µM), for inactives: top-dose activity, negative = inhibition, actives largely listed as inhibitors | actives 4.3% (n = 120,000) | AID 1347417; active means well fitted inhibition curve with a large enough effect; inconclusive means small, poorly fitted or top-dose-only effect; inactive means no such curve, though single readings can be large or run the other way;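 further: plate controls were DMSO vehicle for no effect and reference drug for full effect; nearly all actives have a fitted effect of over 65% in size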
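Infected erythrocytes (Dd2, 0.3% parasitemia, 2.5% hematocrit final) are added to compound in RPMI-1640/Albumax II medium, grown 72 h at 37C in low oxygen, then lysed with saponin/Triton-X containing SYBR Green and read by fluorescence.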
The depositor's hits bear a star; i = inactive; u = inconclusive; [ ] = dose if it differs, or a comment. Potency means the concentration at half of the fitted maximal effect. Only part of the results is shown, so the mix of outcomes need not match the whole.

| mol | Pf Dd2 growth |
| --- | --- |
| NC(=O)C1CCN(C(=O)c2ccc3c(c2)N(Cc2cccc(Cl)c2)C(=O)c2ccccc2S3=O)CC1 (stereo not given) | i |
| CCc1nc2c(c(-c3ccc(OC)cc3)n1)CN(C(=O)c1ccc(OC)cc1)CC2 | -15% |
| COC(=O)c1sc(S(=O)(=O)N2CCN(c3ccc(OC)cc3)CC2)c(C(=O)OC)c1C | 17% |
| CCN(CC)Cc1cnc2c(C(=O)N(C)Cc3csc(C)n3)cnn2c1 | 0% |
| C=CCNC(=O)N[C@H]1[C@H](O)[C@@H](N2CCCC2)[C@@H]2OC[C@H]1O2 | -17%[44.1 µM] |
| COc1cccc(C(=O)Nc2ccc(C(=O)OCc3cc(=O)n4nc(C5CC5)sc4n3)cc2)c1 | -20% |
| N#Cc1cccc(NC(=O)CN2C(=O)NC(c3ccc(Cl)cc3)C3=C2COC3=O)c1 (stereo not given) | -24% |
| COCc1cc(N2CCc3onc(-c4cccc5ccccc45)c3C2)ncn1 | 14µM* |
| CC(C)c1nc2cc(NC(=O)C[C@H]3NC(=O)c4ccccc4NC3=O)ccc2n1C | -11% |
| O=C1CN(C(=O)CCC[C@@H]2[C@H]3CCCN4CCC[C@@H](CN2Cc2ccccc2)[C@@H]34)CCN1 | u |
| O=C(COCc1cc(-c2ccc3c(c2)OCO3)on1)N1CCN(c2cccc(C(F)(F)F)c2)CC1 | i |
| Cc1ccc(NC(=O)CN2C(=O)NC3(CCCCC3)C2=O)c(C)c1 | 3% |
| CC(C)c1noc(-c2cccn3c(CNC(=O)c4cc(F)ccc4Cl)nnc23)n1 | u |
| CN(C)C(=O)c1ccc(OC2CCN(C(=O)C3CCCCC3)CC2)nc1 | i |
| O=C1NC2(CCCN(CC3CCCCC3)C2)Oc2ccccc21 (stereo not given) | u |
| Cc1nc(C)c(C(=O)N2CCC(CC(=O)N(C)Cc3ccccc3)C2)s1 (stereo not given) | i |
| CNCc1cccc(OC(F)(F)F)c1 | u |
| Cc1ccc(NC(=O)Cn2c(-c3cccc(Cl)c3)nc(C)c(CCO)c2=O)cc1 | -12% |
| COc1ccc(CN2C(=O)CO[C@H]3CN(C4CCC4)C[C@H]32)cc1 | u |
| O=C1COc2ccc(OCC3CC3)nc2CN1Cc1ccccc1 | -16%[44.1 µM] |
| COc1ccc(C(=O)c2oc3ccccc3c2NC(=O)COc2ccc(C)cc2)cc1 | 6% |
| COc1ccc(-c2cc(C[C@H]3CNCC[C@H]3CC(=O)NCc3ccccc3OC)no2)cc1 | 10µM* |
| COc1ccc(C2Cn3cnc(C(=O)N4CCC(C(=O)NCC5CC5)CC4)c3CO2)cc1 (stereo not given) | i |
| COc1ccccc1C(=O)Nc1ccnn1C1CCN(C(=O)CN)CC1 | -8% |
| CN(C)c1ccc(NC(=O)CC(NCc2cccnc2)C(=O)O)cc1 (stereo not given) | -5% |
| O=C1CC2CCN(C(=O)c3ccc4c(c3)OC(F)(F)O4)CC2CCN1 (stereo not given) | i |
| CCOc1ccc(NC(=O)Nc2cc3c(cc2N2CCCCC2)n(C)c(=O)n3C)cc1 | -15% |
| CCc1ccc(CNC(=O)c2ccc(CS(=O)(=O)Cc3cccc(C)c3)o2)cc1 | 26% |
| CCCCOc1ccc(CNC(=O)c2cccc(NC(=O)N3CCSc4ncccc43)c2)cc1 | -12% |
| O=C(c1ccccc1Cl)N1CCC(N2CC3CCCN3C2=O)CC1 (stereo not given) | 9% |

Overlap with the part before: 6 entries, followed by the next part.
| mol | Pf Dd2 growth |
| --- | --- |
| CN(C)c1ccc(NC(=O)CC(NCc2cccnc2)C(=O)O)cc1 (stereo not given) | -5% |
| O=C1CC2CCN(C(=O)c3ccc4c(c3)OC(F)(F)O4)CC2CCN1 (stereo not given) | i |
| CCOc1ccc(NC(=O)Nc2cc3c(cc2N2CCCCC2)n(C)c(=O)n3C)cc1 | -15% |
| CCc1ccc(CNC(=O)c2ccc(CS(=O)(=O)Cc3cccc(C)c3)o2)cc1 | 26% |
| CCCCOc1ccc(CNC(=O)c2cccc(NC(=O)N3CCSc4ncccc43)c2)cc1 | -12% |
| O=C(c1ccccc1Cl)N1CCC(N2CC3CCCN3C2=O)CC1 (stereo not given) | 9% |
| CCn1nccc1C(=O)N1[C@@H]2CC[C@H]1CC(NC(=O)c1cnc(C)cn1)C2 (stereo not given in full) | 1% |
| Cc1cc(C)cc(C(=O)N2CCN(c3cc(-c4ccc(Cl)cc4)[nH]n3)CC2)c1 | -5% |
| O=C1Nc2ccccc2O[C@H]2C[C@@H]1N(C1CCCC1)C2 | 16%[44.1 µM] |
| Cc1nn(Cc2ccccc2)c(C)c1[C@@H]1C=C[C@@H](NC(=O)c2cccs2)C1 | u |
| Cc1cc2ncc(C(=O)N3CCC(N4CCCC4)CC3)cn2n1 | -3%[44.1 µM] |
| CC(C)(C)OC(=O)N1CCC(c2c(C(=O)NCc3cccc(Cl)c3)cnn2-c2ccc(F)cc2)CC1 | 11µM* |
| CN1CC(=O)N(C2CCCC2)Cc2c1ncnc2N1CCOCC1 | 5%[44.1 µM] |
| CNc1nccc(N2CCC(CC(=O)N3CCN(CCC#N)CC3)CC2)n1 | -9% |
| COc1cccc(CCC(=O)N2CC3CC(C2)[C@H]2CCCC(=O)N2C3)c1 (stereo not given in full) | 7% |
| Cc1ccc(OCC(=O)N2C[C@@H](Oc3ccccc3)C[C@@H]2C(=O)N2CCOCC2)cc1 | 9% |
| COc1ccc(NC(=O)C2CCN(C(=O)c3ncn4c3COC(c3ccccc3)C4)CC2)cc1 (stereo not given) | i |
| C#CCn1c(COc2ccccc2C)nc2ccccc21 | 7% |
| COc1cccc(CCC(=O)NCc2nnc3cc(-c4nc(C5CC5)no4)ccn23)c1 | i |
| COc1ccc(OC2CN(C(=O)c3ccc(OC)cc3)C2)cc1 | -2% |
| Cc1ccc(Cn2nc3n(c2=O)-c2cc(Cl)ccc2OC3)cc1 | 15% |
| CCc1ccc(NC(=O)CN2C(=O)NC3(CCC(C)CC3)C2=O)cc1 (stereo not given) | -18% |
| COc1ccc(OC)c(C2CC(=O)N(c3cccc(C)c3)C3=C2C(=O)OC3)c1 (stereo not given) | -12% |
| CCN1Cc2nc(OC)c(CNC(=O)[C@H](O)C3CCCCC3)cc2C1=O | -20% |
| CCCNC(=O)CN1CCN(c2ncc(NC(=O)c3ccc(Cl)cc3)cc2C(=O)O)CC1 | 33%[activator] |
| Cc1cn2nc(C(=O)NCc3ccc(F)cc3F)cc2c(N(C)Cc2ccccc2)n1 | u |
| CCn1cc(C(=O)NCc2ccccc2)c(=O)c2cc(S(=O)(=O)N3CCCCC3)ccc21 | u |
| COc1ccccc1CN1CCc2nc(C(=O)Nc3ccc(Cl)cc3)oc2CC1 | -4%[44.1 µM] |
| CC(CCCc1ccccc1)NC(=O)c1nn(-c2ccc(Cl)cc2)nc1CO (stereo not given) | i |
| Cc1ccc(C2Cn3nnc(-c4noc(COc5ccc(F)cc5)n4)c3CO2)cc1 (stereo not given) | -24% |
| Fc1ccc(-c2cc(-c3ccc(F)cc3)c3c(n2)-c2cc(F)ccc2OC3)cc1 | u |
| COc1ccc(C(=O)NCCSc2c[nH]c3ccccc23)cc1OC | 1% |
| O=C(NCc1ccc(Cl)cc1)C1CCN(S(=O)(=O)c2ccc3c(c2)CCCN3C(=O)C2CCC2)CC1 | i |
| O=C(CC1CCCC1)N1CCC(c2noc(-c3cnccn3)n2)C1 (stereo not given) | i[5.79 µM] |
| COC(=O)c1c(-c2ccccc2)c(-c2ccccc2)nn(C)c1=O | -4% |
| CCN1CCN(c2oc(-c3ccc(COc4ccc(OC)cc4)o3)nc2C#N)CC1 | u |

6 compounds already listed, arranged by formula weight, low to high.
| mol | Pf Dd2 growth |
| --- | --- |
| COc1ccc(C(=O)NCCSc2c[nH]c3ccccc23)cc1OC | 1% |
| CCn1nccc1C(=O)N1[C@@H]2CC[C@H]1CC(NC(=O)c1cnc(C)cn1)C2 (stereo not given in full) | 1% |
| Cc1cc(C)cc(C(=O)N2CCN(c3cc(-c4ccc(Cl)cc4)[nH]n3)CC2)c1 | -5% |
| COc1ccccc1CN1CCc2nc(C(=O)Nc3ccc(Cl)cc3)oc2CC1 | -4%[44.1 µM] |
| COc1ccc(NC(=O)C2CCN(C(=O)c3ncn4c3COC(c3ccccc3)C4)CC2)cc1 (stereo not given) | i |
| O=C(NCc1ccc(Cl)cc1)C1CCN(S(=O)(=O)c2ccc3c(c2)CCCN3C(=O)C2CCC2)CC1 | i |

Going on with the list:
| mol | Pf Dd2 growth |
| --- | --- |
| CCNC(=O)N1CCC(c2noc(COCCOC)n2)CC1 | -9% |
| COc1ccc(NC(=O)c2ccc3c(c2)N(Cc2cccc(Cl)c2)C(=O)c2ccccc2S3(=O)=O)cc1Cl | 7.9µM* |
| Cn1cnc2cc(-c3cccc(F)c3)cc(C(=O)NCc3cccnc3)c21 | -17%[44.1 µM] |
| COc1ccc(CN2CC3(CCN(C(=O)c4cccs4)CC3)C2=O)cc1 | -14% |
| CCCCNc1nc(Oc2ccc(OCC(N)=O)nn2)nc(N2CCOCC2)n1 | i |
| Cc1cc(C(=O)NCCCOC(C)C)c2c(C3CCCN3)noc2n1 (stereo not given) | -2% |
| COCc1ccc(C(=O)N2CC[C@@H](NC(=O)c3ccncc3)[C@H](O)C2)o1 | 7% |
| Cc1ccc(C(=O)N2CCCC(c3nc(-c4cccnc4)no3)CCNC(=O)CC2)s1 (stereo not given) | i |
| COCC(=O)N[C@H]1CC[C@]2(C)CCC([C@H](C)C(=O)NCc3ccc4c(c3)OCO4)[C@H](O)[C@H]2[C@@H]1C (stereo not given in full) | -16% |
| CCCN(CCC)c1cc(C)nc2nc(-c3ccc(Cl)cc3)nn12 | 21% |
| COc1ccc(CN2CC(C(=O)NCc3ccncc3)C3(CCOCC3)C2)cc1 (stereo not given) | i |
| CN1C(=O)CCC2(CNC(=O)Nc3ccc4c(c3)OCCO4)CCCC=C12 (stereo not given) | -24% |

Structures above with a cyano group, in the order listed:
| mol | Pf Dd2 growth |
| --- | --- |
| N#Cc1cccc(NC(=O)CN2C(=O)NC(c3ccc(Cl)cc3)C3=C2COC3=O)c1 (stereo not given) | -24% |
| CNc1nccc(N2CCC(CC(=O)N3CCN(CCC#N)CC3)CC2)n1 | -9% |
| CCN1CCN(c2oc(-c3ccc(COc4ccc(OC)cc4)o3)nc2C#N)CC1 | u |

Bioassay records (PubChem)
